ABCG2 inh: ABCG2 efflux pump inhibitors, primary screen, multiplex with ABCB1, IgMXP3 cells, flow cytometry; inhibition, % at 6.6 µM; JC-1 efflux; AID 1325, 2008; 0.1% of 190,000 active;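 active = inhibition above 80%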;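 note: 0% = DMSO and 100% = nicardipine control wells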
Target sequence (Q9UNQ0 whole entry, looked up): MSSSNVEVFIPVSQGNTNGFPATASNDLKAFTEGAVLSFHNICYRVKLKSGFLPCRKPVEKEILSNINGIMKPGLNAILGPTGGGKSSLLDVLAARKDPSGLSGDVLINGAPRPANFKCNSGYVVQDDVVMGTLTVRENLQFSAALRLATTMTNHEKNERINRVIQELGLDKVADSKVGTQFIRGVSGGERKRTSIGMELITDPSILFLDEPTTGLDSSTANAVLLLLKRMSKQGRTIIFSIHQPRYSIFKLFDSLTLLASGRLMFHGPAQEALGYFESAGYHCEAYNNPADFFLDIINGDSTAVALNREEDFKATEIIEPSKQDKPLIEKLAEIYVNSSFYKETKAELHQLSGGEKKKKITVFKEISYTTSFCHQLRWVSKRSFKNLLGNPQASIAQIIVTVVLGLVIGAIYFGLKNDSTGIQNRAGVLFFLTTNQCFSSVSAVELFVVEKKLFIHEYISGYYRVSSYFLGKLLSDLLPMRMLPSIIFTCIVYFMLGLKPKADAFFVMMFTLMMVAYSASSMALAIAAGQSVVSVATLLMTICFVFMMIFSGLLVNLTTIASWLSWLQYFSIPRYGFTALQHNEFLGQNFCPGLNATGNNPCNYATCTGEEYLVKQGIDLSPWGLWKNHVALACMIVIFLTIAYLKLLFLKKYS
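test system = two drug-resistant human cell lines, ABCG2 and ABCB1 | amount = 3 million cells/mL final, two lines in 1:1 ratio | reagent = JC-1 transporter substrate | doses = one concentration, 6.6 µM final | incubation = 10 min at 25 °C | signal = flow cytometric JC-1 green MFI at 530 nm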
ABCB1 block: ABCB1 efflux pump inhibitors, primary screen, cell-based, multiplex, flow cytometry, ABCG2 counter-screen; CCRF-Adr cells, JC-1 efflux; inhibition, % at 6.6 µM; 0.067% of 190,000 active; AID 1326, 2008; in the data active = inhibition above about 40%;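 note: 0% = vehicle and 100% = reference inhibitor; higher value means more JC-1 retained so stronger ABCB1 efflux block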
GSH fluor: compound fluorescence on glutathione beads, profiling panel, artefact control, biophysical, 488/530 nm, flow cytometry. fluorescence (KMESF) at 10 µM. 0.25% of 190,000 active. GSH beads flow cytometry, compound fluorescence 488/530 nm; hits give high values. AID 1776, 2009; in the data active = fluorescence above about 89;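 note: glutathione beads carrying GST-tagged Bcl family fusion proteins plus one bare bead set; values are compound well signal with DMSO vehicle wells as background; inactives centre near 16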
Rab2A wt mod: modulators of GTP binding to Rab2A wildtype, primary screen, biochemical, dog, bead-based flow cytometry, multiplex; GST-Rab2 wt beads, Bodipy-GTP binding; GTP binding activity, % at 10 µM; 0.19% of 190,000 active; AID 760, 2007;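 active = GTP binding activity at least 20 points away from 100%, either lowered or raised; inconclusive = signal likely due to the compound's own green fluorescence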;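 note: 0% = beads with excess unlabeled GTP and 100% = no-compound control corrected for plate trend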
Rac1 wt GTP bind: wildtype Rac1 GTP binding modulators, primary screen, biochemical, GST-Rac1 beads, flow cytometry, multiplex. fluorescent GTP binding; actives lie on both sides; 0 = cold GTP competed, 100 = untreated. GTP binding activity (% of control), % at 10 µM. 0.27% of 190,000 active. AID 757, 2007;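 active = GTP binding activity at least 20 points away from the 100% control level, either lower or higher; inconclusive = compound flagged as likely green fluorescent, judged across all proteins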
Cdc42 wt: modulators of GTP binding to wildtype Cdc42, primary screen, biochemical, multiplex bead flow cytometry, Bodipy-GTP | 0.2% of 190,000 active | percent activity (GTP binding), % at 10 µM | Cell division control protein 42 homolog (Homo sapiens), P60953 | GST-Cdc42 beads; actives lie on both sides;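 active = percent activity GTP binding at least 20 points away from the 100% baseline, either down as inhibitor or up as activator; inconclusive = compound flagged as likely green fluorescent from well-wide comparison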;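 note: median bead fluorescence of bound Bodipy-FL-GTP at 100 nM; 0% = excess unlabeled GTP control and 100% = no compound control; below 100% means less GTP binding so inhibitor and above means activator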
Target sequence (P60953 whole entry, looked up): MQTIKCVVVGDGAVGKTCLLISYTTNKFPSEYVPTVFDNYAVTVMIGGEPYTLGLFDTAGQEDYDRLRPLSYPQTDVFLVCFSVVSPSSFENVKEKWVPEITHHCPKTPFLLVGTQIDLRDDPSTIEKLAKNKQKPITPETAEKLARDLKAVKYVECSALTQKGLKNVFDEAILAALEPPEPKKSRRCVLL
Rac1 act GTP bind: GTP binding modulators of activated mutant Rac1, primary screen, biochemical, bead-based flow cytometry, multiplex, fluorescent GTP. Ras-related C3 botulinum toxin substrate 1 (Homo sapiens), P63000. GST-Rac1 activated beads; actives lie on both sides; 100% means binding = to untreated wells. percent activity (GTP binding), % at 10 µM. 0.11% of 190,000 active;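 active = GTP binding at least 20 percentage points away from the 100% baseline, in either direction, so actives lie on both sides; inconclusive = Compound likely fluorescent itself, or too few beads counted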
Pf gametocyte: late stage P. falciparum gametocyte viability inhibitors, primary screen, ATP luminescence, HTS; P. falciparum stage V gametocytes, 24 h; inhibition, % at 10.9 µM; 0.065% of 150,000 active;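 active = inhibition above the mean plus 3 SD of compounds within the control limits, set per campaign, cut at about 38% in these data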;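 note: 0% = DMSO wells and 100% = medium only without gametocytes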
Avidin bead fluor: green autofluorescence of compounds with avidin beads – biophysical, 488/530 nm, flow cytometry, artefact control, profiling panel; fluorescence (KMESF) at 10 µM; compound fluorescence 488/530 nm; hits give high values; 0.38% of 220,000 active; AID 1775, 2009; in the data active = fluorescence above about 47; note: inactives centre near 10
HRas wt GTP: modulators of GTP binding to HRas wildtype, primary screen, biochemical, bead-based flow cytometry, multiplex; GTPase HRas (Homo sapiens), P01112; GST-Ras wt beads, Bodipy-FL-GTP binding; actives lie on both sides; GTP binding activity, % at 10 µM; 0.14% of 190,000 active;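 active = GTP binding activity at least 20% away from the 100% baseline, either lowered as inhibitor or raised as activator; inconclusive = flagged as likely green fluorescent, judged across all proteins in the well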;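 note: 0% = unlabeled GTP competition control and 100% = no-compound control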
Target sequence (P01112 whole entry, looked up): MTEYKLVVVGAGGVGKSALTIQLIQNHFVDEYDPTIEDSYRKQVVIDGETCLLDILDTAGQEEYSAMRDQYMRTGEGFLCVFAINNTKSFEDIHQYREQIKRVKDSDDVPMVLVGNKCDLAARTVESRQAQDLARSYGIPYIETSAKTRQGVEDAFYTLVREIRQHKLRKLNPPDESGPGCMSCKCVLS
Rab7 wt GTP bind: modulators of GTP binding to Rab7, primary screen, biochemical, wildtype, multiplex bead flow cytometry. 0.055% of 190,000 active. GTP binding activity (percent of control), % at 10 µM. GST-Rab7 beads, fluorescent GTP binding; actives lie on both sides; untreated = 100%, excess cold GTP = 0%. Rab7 GTPase wild type (dog), Bodipy-FL-GTP binding;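 active = fluorescent GTP binding to Rab7 beads changed by at least 20 points from the 100% baseline, either direction, mostly lower; inconclusive = compound itself probably fluorescent, or too few beads counted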;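 note: median green fluorescence of bound Bodipy-FL-GTP per Rab7 bead population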
* hit, by the source's call; u = inconclusive; x = not tested or not shown.

| structure | ABCG2 inh | ABCB1 block | GSH fluor | Rab2A wt mod | Rac1 wt GTP bind | Cdc42 wt | Rac1 act GTP bind | Pf gametocyte | Avidin bead fluor | HRas wt GTP | Rab7 wt GTP bind |
| --- | --- | --- | --- | --- | --- | --- | --- | --- | --- | --- | --- |
| Cc1ccc(C)c(N2CCN(C(=O)CSc3ccsc3[N+](=O)[O-])CC2)c1 | 20.7 | 0.8 | 12 | 98.0 | 100.0 | 99.0 | 97.0 | -3.3 | 20 | 97.0 | 97.0 |
| Cc1ccccc1OCCSc1nnc(C)n1-c1ccccc1 | 1.8 | 1.0 | 29 | 99.0 | 100.0 | 100.0 | 99.0 | -2.7 | 7 | 97.0 | 96.0 |
| COc1ccc(CC(=O)c2ccc(OC)c(OC)c2C)cc1OC | 11.0 | 0.6 | 16 | 102.0 | 106.0 | 104.0 | 101.0 | -20.7 | 15 | 102.0 | 100.0 |
| CCCCOc1ccc(C(O)(CC)CCN2CCOCC2)cc1 (stereo not given) | 0.3 | 0.1 | 20 | 94.0 | 102.0 | 100.0 | 97.0 | x | x | 99.0 | 96.0 |
| CC(C)(C)c1nnc2sc(SC/C(O)=C(\C#N)c3nc4ccccc4[nH]3)nn2c1=O | -1.8 | -0.7 | 30 | 96.0 | 98.0 | 96.0 | 96.0 | -15.7 | 5 | 95.0 | 97.0 |
| c1ccc(CNc2ncnc3c2oc2ccccc23)nc1 | 3.4 | 0.9 | 27 | 101.0 | 103.0 | 105.0 | 99.0 | 22.8 | 36 | 103.0 | 102.0 |
| CNC(=S)N/N=C/c1ccc(OCC(=O)Nc2c(C)cc(C)cc2C)c(OC)c1 | 0.1 | -0.1 | 12 | 99.0 | 104.0 | 104.0 | 99.0 | -17.4 | 14 | 99.0 | 99.0 |
| O=C(Nc1nonc1NC(=O)c1cccs1)c1cccs1 | 0.6 | -0.1 | 10 | 94.0 | 95.0 | 94.0 | 94.0 | -18.5 | 20 | 94.0 | 94.0 |
| COc1cc(S(=O)(=O)Nc2ccccc2C)ccc1Cl | 6.8 | -1.3 | 34 | 98.0 | 100.0 | 95.0 | 98.0 | 14.4 | 16 | 99.0 | 103.0 |
| CS(=O)(=O)N(Cc1nnc(-c2cccs2)o1)c1ccc(Cl)cc1F | -0.2 | -2.9 | 23 | 95.0 | 95.0 | 97.0 | 95.0 | x | 14 | 99.0 | 97.0 |
| Cc1cccnc1NC(=O)Nc1cccc2ccccc12 | 7.1 | 1.2 | 21 | 101.0 | 98.0 | 102.0 | 99.0 | x | 15 | 101.0 | 96.0 |
| Cc1cccc(NC(=S)NC2CC3CCCC(C2)N3CC(C)C)c1 (stereo not given) | -0.9 | -0.3 | 31 | 102.0 | 104.0 | 99.0 | 98.0 | x | 5 | 100.0 | 99.0 |
| O=c1[nH]cc(NCCNc2ncc(C(F)(F)F)cc2Cl)c(=O)[nH]1 | 4.6 | 0.1 | 25 | 101.0 | 100.0 | 95.0 | 94.0 | 10.2 | 13 | 97.0 | 109.0 |
| CC(C)c1cc(CNC(=O)CCc2nnc(CCCc3ccccc3)o2)on1 | 4.2 | 1.4 | 13 | 97.0 | 103.0 | 97.0 | 98.0 | 10.7 | 11 | 102.0 | 104.0 |
| Cc1cccc(C(=O)N[C@H](C(=O)Nc2ccc(S(=O)(=O)NC3=NCCCCC3)cc2)C(C)C)c1 | 0.6 | -0.1 | 15 | 97.0 | 96.0 | 97.0 | 93.0 | x | 8 | 96.0 | 98.0 |
| Cc1ccc2cc3c(NC(=O)c4ccco4)nn(C)c3nc2c1 | 1.3 | 0.5 | 9 | 95.0 | 97.0 | 98.0 | 96.0 | -6.7 | 38 | 96.0 | 99.0 |
| CCC(=O)N(CCC1(C(C)C)CCOC(C)(C)C1)Cc1ccco1 (stereo not given) | 1.4 | 0.8 | 42 | 98.0 | 98.0 | 100.0 | 97.0 | 0.8 | 8 | 99.0 | 98.0 |
| Cc1ccc(Sc2ccc(/C=N/O)cc2[N+](=O)[O-])cc1 | 2.1 | -0.1 | 35 | 91.0 | 93.0 | 92.0 | 89.0 | x | 14 | 95.0 | 92.0 |
| COc1ccc(N(CC(=O)N2c3ccccc3CC2C)S(=O)(=O)c2c(C)noc2C)cc1 (stereo not given) | 4.2 | 3.1 | 29 | 93.0 | 94.0 | 96.0 | 95.0 | 12.0 | 11 | 96.0 | 92.0 |
| O=C(NN1C(=O)C2C3C=CC(C3)C2C1=O)c1ccco1 (stereo not given) | 5.0 | 1.0 | 12 | 106.0 | 105.0 | 107.0 | 101.0 | 2.9 | 3 | 106.0 | 103.0 |
| O=C(Nc1ccccc1C(=O)NCCN1CCOCC1)c1ccco1 | 7.0 | 0.7 | 53 | 100.0 | 101.0 | 102.0 | 99.0 | x | 12 | 100.0 | 102.0 |
| Cc1nnc(NC(=O)c2csc3c2CCCC3)s1 | 2.0 | 0.1 | 8 | 91.0 | 96.0 | 90.0 | 93.0 | 13.7 | 24 | 94.0 | 95.0 |
| Cn1c(N)c(C(=O)COC(=O)[C@@H]2CCCN2S(=O)(=O)c2ccc(Cl)cc2)c(=O)n(C)c1=O | 6.6 | -0.2 | 66 | 95.0 | 94.0 | 89.0 | 92.0 | x | 7 | 91.0 | 92.0 |
| C=CCOC(=O)C(C#N)c1nc2ccccc2nc1N1CCN(Cc2ccc3c(c2)OCO3)CC1 (stereo not given) | 8.0 | 14.0 | 11 | 100.0 | 108.0 | 99.0 | 102.0 | 14.4 | 10 | 104.0 | 101.0 |
| Cc1ccc(C(c2c(C)[nH][nH]c2=O)c2c(C)[nH][nH]c2=O)cc1[N+](=O)[O-] | 0.2 | 0.1 | 20 | 100.0 | 99.0 | 101.0 | 99.0 | -10.6 | 13 | 101.0 | 100.0 |
| CCCOC(=O)CN1C(=O)c2ccc(C(=O)OCCC)cc2C1=O | 13.5 | 0.9 | 31 | 102.0 | 109.0 | 101.0 | 101.0 | x | 9 | 102.0 | 103.0 |
| CCN1CCN(C(=O)c2ccc(CS(=O)(=O)Cc3ccccc3F)o2)CC1 | 1.7 | 0.5 | 19 | 98.0 | 102.0 | 101.0 | 99.0 | x | 37 | 98.0 | 97.0 |
| COc1ccc(C(=O)Nc2cc(Cl)ccc2OC(=O)c2ccc(OC)cc2)cc1 | 2.4 | 0.7 | 16 | 96.0 | 96.0 | 96.0 | 96.0 | x | 37 | 98.0 | 97.0 |
| COc1ccc(Cc2nnc(SCc3nc4ccccc4c(=O)[nH]3)o2)cc1 | 30.2 | 2.9 | 23 | 99.0 | 104.0 | 98.0 | 100.0 | -11.5 | 11 | 97.0 | 96.0 |
| O=[N+]([O-])c1ccc(O)c(C=Nc2cccc3ncccc23)c1 | -4.4 | 0.0 | 24 | 96.0 | 98.0 | 94.0 | 92.0 | 5.7 | 14 | 96.0 | 96.0 |
| C/C=C/C=C/C(=O)Nc1nccs1 | -3.0 | -0.6 | 10 | 97.0 | 100.0 | 94.0 | 99.0 | 3.1 | 13 | 98.0 | 95.0 |
| N/C(=N\OC(=O)CCC1CCCC1)c1ccncc1 | 8.8 | 0.6 | 10 | 103.0 | 101.0 | 99.0 | 95.0 | -6.0 | 6 | 100.0 | 107.0 |
| FC(F)(F)c1cccc(Cc2noc(CN3CCC(N4CCCCC4)CC3)n2)c1 | 1.3 | 0.0 | 9 | 102.0 | 110.0 | 105.0 | 103.0 | -5.9 | 10 | 104.0 | 102.0 |
| Cc1ccc(S(=O)(=O)NNC(=O)c2ccc(O)cc2)cc1 | 0.7 | 0.2 | 14 | 97.0 | 99.0 | 100.0 | 96.0 | 11.7 | 8 | 96.0 | 96.0 |
| CCn1nc(C(=O)OCC(=O)c2ccc(F)cc2)c2ccccc2c1=O | 2.8 | 0.5 | 11 | 101.0 | 100.0 | 99.0 | 93.0 | -11.0 | 6 | 102.0 | 112.0 |
| CCOC(=O)c1c2c3c(cccc3[nH]c1=O)C(=O)c1ccccc1-2 | 7.9 | 1.2 | 8 | 65.0* | 76.0* | 63.0* | 80.0 | x | 9 | 66.0* | 84.0 |
| COc1ccccc1NC(=O)CSc1ccc2nnc(-c3ccncc3)n2n1 | 2.5 | -0.1 | 23 | 90.0 | 95.0 | 91.0 | 95.0 | x | 14 | 92.0 | 92.0 |
| Clc1ccc2c(N/N=C/c3ccccc3Br)ccnc2c1 | 10.1 | 0.3 | 68 | u | u | u | u | -1.9 | 14 | u | u |
| CN1CCN(C(=O)C2=C[C@@H](c3csc4ccccc34)C[C@@H](OCc3ccc(CO)cc3)O2)CC1 | 0.6 | 0.2 | 17 | 95.0 | 96.0 | 98.0 | 95.0 | 4.1 | 7 | 96.0 | 101.0 |
| Cc1cc(OCC(=O)NCC(C)C)cc(C)c1Br | 4.5 | 1.0 | 11 | 104.0 | 105.0 | 106.0 | 98.0 | x | 14 | 105.0 | 102.0 |
| Cc1cccc(N2CCN(c3nc4ccc(Cl)cc4n4cnnc34)CC2)c1C | 4.3 | 0.9 | 17 | 98.0 | 106.0 | 102.0 | 99.0 | x | 7 | 98.0 | 98.0 |
| COc1ccc(/C=N/n2cnnc2)cc1Oc1nc(Cl)ncc1F | 0.9 | 0.0 | 10 | 95.0 | 95.0 | 93.0 | 96.0 | -18.2 | 16 | 100.0 | 104.0 |
| O=C1CC(=O)N(c2cccc(F)c2)N1 | -2.5 | -1.2 | 10 | 93.0 | 92.0 | 95.0 | 95.0 | -7.6 | 26 | 93.0 | 92.0 |
| Nc1cc(=O)nc(SCC(=O)NC2CCCCC2)n1-c1ccccc1 | -0.4 | -0.1 | 27 | 100.0 | 100.0 | 102.0 | 98.0 | x | 14 | 101.0 | 98.0 |
| CN(C)S(=O)(=O)c1cccc(NC(=O)c2ccc(N3CCOCC3)c([N+](=O)[O-])c2)c1 | 1.0 | 0.4 | 9 | 99.0 | 102.0 | 101.0 | 100.0 | -6.4 | 6 | 98.0 | 97.0 |
